Siah-1 displacement: blockers of Siah-1 interaction with plectin peptide – biochemical, fluorescence polarization, rhodamine-plectin, uHTS, primary screen (AID 1817) | hit rate 0.02% among 290,000 | displacement, % at 20 µM, or IC50 in µM where a hit was titrated | Siah-1 / rhodamine-plectin peptide fluorescence polarization; higher % means a stronger effect;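 active = displacement of at least 50% at 20 µM, with a fluorescence ratio check between 0.3 and a set limit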;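 note: plate controls were Siah plus tracer with DMSO for no effect and tracer alone without Siah for full effect; strong numbers were not always called active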
LYP phosphatase: inhibitors of LYP phosphatase, biochemical, fluorescence intensity, uHTS (AID 1779); recombinant LYP phosphatase, fluorescence intensity; higher % means a stronger effect; one-dose inhibition, % at 11.5 µM; IC50 in µM for titrated hits; hit rate 0.054% among 290,000;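 note: plate controls were vehicle with enzyme for no effect and no enzyme for full effect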
XIAP antagonists: small molecules displacing peptide from XIAP – biochemical, IAP family, fluorescence polarization (AID 1018) | hit rate 0.007% among 200,000 | XIAP BIR domain, fluorescence polarization peptide displacement; higher % means a stronger effect | displacement, % at 20 µM, or IC50 in µM where a hit was titrated; in the data active = displacement above about 50%; note: a part of the inactive calls stands beside numbers as strong as those of hits
Dengue-2 NS5 capping: Dengue-2 NS5 methyltransferase inhibitors, primary screen, biochemical, confirmation dose response (AID 588689) | inhibition, % at 25 µM; hits with a dose series show IC50 in µM | Dengue-2 NS5 methyltransferase capping enzyme assay, biochemical; higher % means a stronger effect | hit rate 0.3% among 340,000; in the data active = a potency from the dose series; inconclusive = inhibition above about 29% without an active follow-up result
Hep lipid drop: hepatic lipid droplet formation modulation | AML12 mouse hepatocytes, oleate lipid droplets, BODIPY imaging | inhibition, % at 6.5 µM | hit rate 0.4% among 240,000 | AID 1656;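 active = lipid droplet intensity inhibited by at least 50%, with more than 500 cells counted; inconclusive = wells with under 300 cells, treated as cytotoxic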
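Assay system: AML12 hepatocytes (mouse); Probe or stimulus: oleic acid at 100 µM to induce lipid droplet formation; Dosing: compound at 6.5 µM only; Schedule: compound with oleate, overnight; Detection: fluorescence imaging, 20x objective, two fields per well; Measure: % inhibition of lipid droplet signal.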
AID2073: inhibitors of Mint1-CaV2.2 protein interaction, biochemical, HTRF (AID 2073); HTRF protein-protein interaction, Mint1-CaV2.2; higher % means a stronger effect; inhibition, % at 20 µM; hits with a dose series show IC50 in µM; hit rate 0.19% among 290,000; in the data active = inhibition mostly above about 51%, no sharp cut-off; inconclusive = no clear call, values can overlap the other calls; inactive = mostly below about 53%; note: some results filed as inactive read as strong as hits
HEK293 NOD2/NF-kB: NOD2 signaling inhibitors, cell-based, luminescence, uHTS, HEK293 (AID 1566). HEK293 NOD2/NF-kB luciferase reporter, luminescence; higher % means a stronger effect. inhibition, % at 4 µM; hits with a dose series show EC50 in µM. hit rate 0.63% among 290,000; note: many of its hits are not listed in these tables
Myeloid diff MLP: myeloid differentiation induction | hit rate 1% among 360,000 | ER-HoxA9 myeloid progenitors, lysozyme-GFP differentiation, flow cytometry | calls only at 10 µM;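 active = normalized GFP-positive differentiation at or above the plate's own cutoff, the solvent-only control mean plus 3 SD; inconclusive = no clear call, values can overlap the other calls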;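 note: cells exposed to compound for four days before flow analysis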
HIV fusion peptide: cell-free HIV fusion peptide-binding blockers – biochemical, uHTS, fluorescence dequenching, primary screen (AID 1986) | cell-free peptide binding, fluorescence dequenching, 30 min; higher % means a stronger effect | hit rate 0.3% among 290,000 | inhibition, % at 20 µM; hits with a dose series show IC50 in µM; in the data active = inhibition mostly above about 52%, no sharp cut-off; inactive = mostly below about 76%; note: some results filed as inactive read as strong as hits
Hep lipid drop cells 6.5 µM: recorded beside Hep lipid drop, whose call it bears; cell count; measured here: cell count, cytotoxicity flag;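 cells counted across two imaged fields per well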
Dengue-2 NS5 capping pilot replicate: further read-out of Dengue-2 NS5 capping, marked with its call; inhibition, %; measured here: pilot screen replicate inhibition
Myeloid diff MLP GFP+ MAC1+ %: further read-out of Myeloid diff MLP, marked with its call; GFP+ MAC1+ double positive, %; measured here: differentiation confirmed by MAC1 staining
* hit, by the source's call; i = inactive; u = inconclusive; x = no result given. Cut-off read from the data, not from the text of the source, unless noted: active = inhibition above about 50%; inactive = the rest. Only part of the results is shown (hit frequency here may not be typical).

SMILES	Siah-1 displacement	LYP phosphatase	XIAP antagonists	Dengue-2 NS5 capping	Hep lipid drop	Hep lipid drop cells 6.5 µM	AID2073	HEK293 NOD2/NF-kB	Myeloid diff MLP	Myeloid diff MLP GFP+ MAC1+ %	HIV fusion peptide	others
CC1=C(C(=O)OCc2ccccc2)C(c2cccc(F)c2)NC(=O)N1 (configuration not stated)	-0.6%	-6.9%	x	-0.6%	-14.6	791	-0.1%	16.8%	i	0.4	-0.7%
Cc1nc(C(=O)NNC(=O)c2cccc(Cl)c2)c(C(F)(F)F)o1	5.5%	-7.8%	x	-6.1%	0.1	707	7.5%	-0.8%	i	0.3	-2.6%
CCn1nc2cc(C(=O)NCc3cc(C(F)(F)F)cc(C(F)(F)F)c3)ccc2c1OC	-7.0%	-10.2%	-11.1%	-6.4%	x	x	2.8%	-12.2%	i	0.7	25.6%
COc1ccc(S(=O)(=O)Cc2ccc(C(=O)N3CCN(c4ccc(Cl)cc4)CC3)o2)cc1	-2.5%	-1.5%	-0.4%	-2.2%	x	x	-3.9%	1.7%	i	11.3	0.5%
CC1C(O)=C(c2nc3ccccc3[nH]2)C(=N)N1c1ccccc1 (configuration not stated)	-5.9%	-5.8%	-1.8%	3.2%	-4.4	763	19.9%	-29.2%	i	1.7	0.2%
COc1ccc(-c2nc(-c3cccc(C)c3)no2)cc1OC	12.1%	-1.0%	4.3%	4.8%	-4.0	771	-5.5%	-57.2%	i	3.1	2.4%
c1ccc(-c2nc(NCCCn3ccnc3)c3oc4ccccc4c3n2)cc1	6.4%	-3.1%	2.8%	6.5%	x	x	-10.4%	14.8%	u	x	0.1%
Cc1ccc(NC(=O)c2ccccc2-c2ccccc2C(=O)O)cc1	-1.5%	7.5%	2.2%	-3.6%	4.8	641	2.5%	7.0%	i	0.8	3.5%
Cc1cccc(N2C(=O)C(Oc3ccc(Cl)cc3Cl)C2C(=O)O)c1C (configuration not stated)	1.5%	-4.3%	-2.6%	-5.1%	8.9	702	7.9%	16.3%	i	0.6	3.0%
O=C1CC(N2CCOCC2)C(=O)N1CCc1ccccc1 (configuration not stated)	-1.7%	-6.4%	-1.2%	-0.7%	x	x	-8.9%	3.0%	i	0.5	1.3%
CCOC(=O)c1sc(NC(=O)CSc2nnnn2-c2ccc(C)cc2)c(C(=O)OCC)c1C	2.8%	0.6%	0.1%	-13.7%	-4.8	623	23.9%	4.9%	i	6.5	2.2%
CCN1CCN(c2nc(Nc3cccc(OC)c3)nc(N)c2[N+](=O)[O-])CC1	2.8%	-2.8%	x	2.6%	-10.5	874	-4.1%	4.9%	x	x	1.2%
Cc1cccc(NS(=O)(=O)c2cc(C(=O)N3CCCC3)ccc2Cl)c1	2.6%	-2.1%	-14.5%	-4.4%	-3.0	603	-2.1%	11.6%	i	0.6	-0.4%
CCCCOc1cccc(C(=O)N(Cc2ccco2)C2CCS(=O)(=O)C2)c1 (configuration not stated)	3.8%	1.5%	-0.1%	2.4%	x	x	3.8%	7.0%	i	5.3	-0.4%
O=C(c1cc2ccccc2oc1=O)N(Cc1ccc2c(c1)OCO2)Cc1ccco1	9.7%	-8.5%	2.2%	-1.9%	x	x	-8.1%	-10.7%	i	0.2	-1.4%
COc1ccc(OC)c(S(=O)(=O)N2CCCCC2C(=O)N2CCN(c3ccccn3)CC2)c1 (configuration not stated)	-1.0%	-7.7%	-14.6%	1.3%	-12.4	754	-19.9%	10.6%	i	0.0	0.9%
COc1ccc(-n2c(CN3CCOCC3)nc3ccc([N+](=O)[O-])cc3c2=O)c(OC)c1	-0.1%	-4.7%	x	0.7%	x	x	36.5%	4.7%	i	0.3	2.1%
C/C(=N\NC(=O)c1c(C)nc2ccccn12)c1ccco1	-2.6%	-1.4%	-10.4%	-3.6%	0.2	681	-11.9%	-23.8%	i	0.1	-0.8%
CCCS(=O)(=O)c1c(S(=O)(=O)CCC)c2ccc(C(N)=O)cn2c1C(=O)c1ccc(F)cc1	0.4%	-6.6%	-10.0%	9.8%	-5.2	739	-6.9%	-0.1%	i	0.3	-0.8%
Cc1nc2ncccn2c1-c1csc(Nc2ccc(S(N)(=O)=O)cc2)n1	-5.8%	-6.9%	x	-5.4%	2.6	845	28.1%	0.1%	i	0.6	-1.8%
COCCC1CCCCN1C(=O)c1cccc(OC2CCN(S(C)(=O)=O)CC2)c1 (configuration not stated)	4.3%	-5.9%	x	-5.2%	-5.8	620	2.1%	5.0%	i	0.5	1.7%
O=C(NC(Cc1ccccc1)C(=O)O)/C(=C\c1ccco1)NC(=O)c1ccc(Br)cc1 (configuration not stated)	-2.3%	2.5%	-7.0%	10.2%	x	x	1.1%	-6.2%	i	0.7	-0.6%
S=C(NCC1CC1)N/N=C/c1ccccc1Cl	14.0%	-3.9%	x	-4.6%	-3.2	726	1.0%	12.5%	i	0.5	-0.8%
Cc1cc(NC(=O)CCN2C(=O)C3C4C=CC(C4)C3C2=O)c2ccccc2n1 (configuration not stated)	0.2%	-1.4%	-2.8%	-2.8%	x	x	-3.9%	24.2%	i	0.8	-1.3%

Copied from the entries so far (8 entries):
SMILES	Siah-1 displacement	LYP phosphatase	XIAP antagonists	Dengue-2 NS5 capping	Hep lipid drop	Hep lipid drop cells 6.5 µM	AID2073	HEK293 NOD2/NF-kB	Myeloid diff MLP	Myeloid diff MLP GFP+ MAC1+ %	HIV fusion peptide	others
COc1ccc(-n2c(CN3CCOCC3)nc3ccc([N+](=O)[O-])cc3c2=O)c(OC)c1	-0.1%	-4.7%	x	0.7%	x	x	36.5%	4.7%	i	0.3	2.1%
C/C(=N\NC(=O)c1c(C)nc2ccccn12)c1ccco1	-2.6%	-1.4%	-10.4%	-3.6%	0.2	681	-11.9%	-23.8%	i	0.1	-0.8%
CCCS(=O)(=O)c1c(S(=O)(=O)CCC)c2ccc(C(N)=O)cn2c1C(=O)c1ccc(F)cc1	0.4%	-6.6%	-10.0%	9.8%	-5.2	739	-6.9%	-0.1%	i	0.3	-0.8%
Cc1nc2ncccn2c1-c1csc(Nc2ccc(S(N)(=O)=O)cc2)n1	-5.8%	-6.9%	x	-5.4%	2.6	845	28.1%	0.1%	i	0.6	-1.8%
COCCC1CCCCN1C(=O)c1cccc(OC2CCN(S(C)(=O)=O)CC2)c1 (configuration not stated)	4.3%	-5.9%	x	-5.2%	-5.8	620	2.1%	5.0%	i	0.5	1.7%
O=C(NC(Cc1ccccc1)C(=O)O)/C(=C\c1ccco1)NC(=O)c1ccc(Br)cc1 (configuration not stated)	-2.3%	2.5%	-7.0%	10.2%	x	x	1.1%	-6.2%	i	0.7	-0.6%
S=C(NCC1CC1)N/N=C/c1ccccc1Cl	14.0%	-3.9%	x	-4.6%	-3.2	726	1.0%	12.5%	i	0.5	-0.8%
Cc1cc(NC(=O)CCN2C(=O)C3C4C=CC(C4)C3C2=O)c2ccccc2n1 (configuration not stated)	0.2%	-1.4%	-2.8%	-2.8%	x	x	-3.9%	24.2%	i	0.8	-1.3%

(more compounds)
SMILES	Siah-1 displacement	LYP phosphatase	XIAP antagonists	Dengue-2 NS5 capping	Hep lipid drop	Hep lipid drop cells 6.5 µM	AID2073	HEK293 NOD2/NF-kB	Myeloid diff MLP	Myeloid diff MLP GFP+ MAC1+ %	HIV fusion peptide	others
O=C(Nc1ccc(S(=O)(=O)N2CCc3ccccc32)cc1)C(F)(F)F	-1.5%	-5.9%	x	-9.8%	-9.6	776	-2.6%	-17.0%	i	0.5	1.8%	Dengue-2 NS5 capping pilot replicate=-3.6
O=C(CCC1CCCCC1)Nc1cccnc1	4.5%	1.6%	-5.0%	-5.5%	1.2	799	-6.7%	7.2%	i	1.8	1.6%
CN(CC(=O)Nc1ccccc1N1CCOCC1)CC(=O)Nc1ccc(F)c(F)c1F	-3.5%	-2.8%	-6.6%	-5.4%	-0.3	700	u	3.9%	i	0.1	-1.9%
CCOC(=O)c1nnn(-c2nonc2-n2cccc2)c1C	-2.3%	-5.9%	-6.2%	-4.7%	-11.0	752	10.9%	9.5%	i	0.4	2.3%
O=C(CNC(=O)C(c1ccccc1)c1ccccc1)N/N=C/c1cccnc1	0.9%	-3.5%	x	x	-2.8	732	6.0%	-41.5%	i	0.2	0.0%
C#Cc1ccc([C@H]2C=C(C(=O)N3CCN(Cc4ccccc4)CC3)O[C@@H](OCC)[C@@H]2CCCO)cc1	2.2%	-0.9%	-3.0%	-3.2%	-4.6	698	9.7%	11.4%	i	1.2	0.2%
COC(=O)Cn1nnc(-c2cccc(OC)c2)n1	0.8%	-2.1%	-1.4%	-0.7%	x	x	8.8%	-8.4%	i	2.3	6.2%
CCOC(=O)CCc1c(C)nc(SCC(=O)O)c(C#N)c1C	6.0%	-6.4%	2.8%	-6.4%	x	x	6.5%	0.4%	i	0.5	0.4%
Cn1c(SCC(=O)Nc2ccccc2Br)nnc1-c1cnccn1	0.4%	-6.8%	x	-1.8%	-5.6	692	41.3%	6.1%	i	0.8	0.9%
Cc1nn(Cc2ccc(Cl)cc2Cl)c(C)c1NC(=O)NC12CC3CC(CC(C3)C1)C2	7.2%	6.3%	-3.8%	-5.6%	0.1	776	4.4%	-10.4%	i	0.5	0.9%
CC(=O)c1ccc(N(C(=O)Cn2nnc3ccccc32)C(C(=O)NCc2ccccc2)c2ccccn2)cc1 (configuration not stated)	-1.7%	-5.9%	-11.7%	-8.9%	-0.2	644	-4.7%	-2.0%	i	0.8	-1.4%
O=C(COc1ccc(Br)cc1)NC1CC1	2.0%	-9.0%	x	1.6%	1.2	826	-0.8%	-2.3%	i	0.9	-0.3%
Cc1c(NC(=O)C23CC4CC(CC(Br)(C4)C2)C3)c(=O)n(-c2ccccc2)n1C	9.3%	-12.5%	x	1.0%	-20.2	789	6.8%	0.5%	i	0.8	2.2%
COc1ccc(-c2noc(-c3cc4ccccc4oc3=O)n2)cc1	-4.7%	1.0%	-5.6%	x	x	x	0.9%	-8.6%	x	x	-2.8%
CCCNC(=O)COC(=O)c1[nH]c(C)c(C(=O)OCC)c1C	-2.8%	-8.0%	-6.8%	2.6%	12.0	758	-4.5%	-7.4%	i	1.8	4.8%
N=P(N1CCOCC1)(N1CCOCC1)C12CC3CC(CC(C3)C1)C2	0.9%	4.8%	-8.8%	1.7%	x	x	9.1%	-11.4%	i	0.6	14.7%
Cc1c(C(=O)OCC2CCCO2)[nH]c2c1C(=O)CC(c1ccco1)C2 (configuration not stated)	-0.5%	-1.2%	-3.1%	0.0%	x	x	21.9µM*	-23.7%	u	x	30.0%
CCN(CC)C(=O)Cn1c(=O)n(Cc2ccc(F)cc2)c(=O)c2sccc21	-3.1%	-4.8%	x	-7.2%	-9.2	819	5.0%	19.6%	i	0.9	-0.8%

Assay outcomes (PubChem BioAssay)
